TDP43 rescue = qHTS of TDP-43 Inhibitors. 410,000 tested, 1.8% active. AID 652104, 2013. Potency, µM (doses to about 46.1 µM), for the others: at the highest dose growth rescue (activation), most hits filed as activators. TDP-43 expressing yeast growth rescue, BacTiter-Glo, 24 h; also: potency is read from the fitted curve at half-maximal effect; % of control where 0% means no effect; nearly all actives have a fitted effect of over 50% in size
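Yeast expressing TDP-43 (pregrown in raffinose, seeded at OD600=0.02 in galactose medium) exposed to compounds 24 hr at 30 deg C. Growth read by BacTiter-Glo luminescence; rescue of toxicity appears as increased signal.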
GLP1R cytotox = qHTS of GLP-1 Receptor Inverse Agonists: Cytotox Screen; HEK293 cAMP-luciferase reporter cells, luminescence, 24 h; Potency, µM (titrated, usually from 38.3 µM), for inactives: top-dose activity change, negative = inhibition, usual class: inhibitors; 410,000 tested, 0.13% active; AID 624418, 2012;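 also: loss of luciferase light is scored as toxicity; potency is read from the fitted curve at half-maximal effect; % is scaled to controls: 0 for no effect and ±100 for the full control effect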
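A 23 nL compound transfer followed 12 hours of cell culture at 37 deg C; exposure then lasted 24 hr. Luciferase assay detection reagent was dispensed and plates read for luminescence after a 12 min room-temperature wait.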
D3 ag = qHTS of D3 Dopamine Receptor Agonist: qHTS. D(3) dopamine receptor (Homo sapiens), P35462. D3R DiscoveRx beta-arrestin cells, luminescence, 90 min. max activation, %. 410,000 tested, 0.58% active. AID 652048, 2013; in the data active = max activation above about 30%; also: 0% is about no effect; mostly tested at two doses, the higher about 12 µM
Target sequence (P35462 whole entry, looked up): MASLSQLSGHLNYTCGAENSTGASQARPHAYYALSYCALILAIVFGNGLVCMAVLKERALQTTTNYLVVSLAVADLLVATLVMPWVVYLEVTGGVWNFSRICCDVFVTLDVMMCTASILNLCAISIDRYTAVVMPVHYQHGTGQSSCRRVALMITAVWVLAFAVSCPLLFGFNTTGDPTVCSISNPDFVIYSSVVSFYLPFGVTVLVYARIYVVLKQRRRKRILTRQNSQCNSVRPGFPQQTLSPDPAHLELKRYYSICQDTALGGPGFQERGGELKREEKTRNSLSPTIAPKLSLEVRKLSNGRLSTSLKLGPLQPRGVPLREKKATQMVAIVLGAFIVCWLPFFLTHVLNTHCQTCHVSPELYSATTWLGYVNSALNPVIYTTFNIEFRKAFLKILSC
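Agonist mode: compounds and dopamine controls were applied to plated cells for 90 min at 37 degrees C after an overnight attachment at 1500 cells/well. Luminescent read-out followed 30 - 60 minutes at room temperature with DiscoveRx detection reagent.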
aSyn rescue = qHTS of alpha-syn Inhibitors; Yeast expressing alpha-synuclein, growth rescue, BacTiter-Glo, 24 h; Potency, µM (highest dose often 46.1 µM), for the others: at the top dose growth rescue (activation), actives largely listed as activators; 370,000 tested, 0.14% active; AID 652106, 2013; also: potency is read from the fitted curve at half-maximal effect; % of control where 0% means no effect; nearly all actives have a fitted effect of over 65% in size
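Readout is rescue of growth in alpha-synuclein-expressing yeast, so inhibitors of toxicity appear as activators. Growth after 24 hr at 30 deg C in galactose medium is quantified by luminescence.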
DRD3 antagonist = qHTS of D3 Dopamine Receptor Antagonist: qHTS. D(3) dopamine receptor (Homo sapiens), P35462. D3R cells, DiscoveRx beta-arrestin luminescence, antagonist mode; active compounds read low. max response, negative = inhibition, %. 360,000 tested, 2.5% active. AID 652054, 2013; in the data active = max response below about -50%; inconclusive = no clear call, values can overlap the other calls; also: % is scaled to controls: 0 for no effect and ±100 for the full control effect; mostly tested at two doses, the higher about 12 µM
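Cells plated overnight at 1500 cells/well, then exposed to library compounds with dopamine controls for 90 minutes at 37 degrees C. DiscoveRx reagent added for 30–60 minutes at room temperature; luminescence read, quantitative HTS format.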
GLP1R ag = qHTS of GLP-1 Receptor Agonists; Glucagon-like peptide 1 receptor (Homo sapiens), P43220; HEK293 GLP-1R CRE-luciferase, luminescence, 4-6 h; cells express a hypersensitive GLP-1R form; Potency, µM (highest dose often 45.6 µM), for the others: top-dose activation, actives largely listed as activators; 380,000 tested, 0.007% active; also: potency is read from the fitted curve at half-maximal effect; % of control where 0% means no effect
Target sequence (P43220 whole entry, looked up): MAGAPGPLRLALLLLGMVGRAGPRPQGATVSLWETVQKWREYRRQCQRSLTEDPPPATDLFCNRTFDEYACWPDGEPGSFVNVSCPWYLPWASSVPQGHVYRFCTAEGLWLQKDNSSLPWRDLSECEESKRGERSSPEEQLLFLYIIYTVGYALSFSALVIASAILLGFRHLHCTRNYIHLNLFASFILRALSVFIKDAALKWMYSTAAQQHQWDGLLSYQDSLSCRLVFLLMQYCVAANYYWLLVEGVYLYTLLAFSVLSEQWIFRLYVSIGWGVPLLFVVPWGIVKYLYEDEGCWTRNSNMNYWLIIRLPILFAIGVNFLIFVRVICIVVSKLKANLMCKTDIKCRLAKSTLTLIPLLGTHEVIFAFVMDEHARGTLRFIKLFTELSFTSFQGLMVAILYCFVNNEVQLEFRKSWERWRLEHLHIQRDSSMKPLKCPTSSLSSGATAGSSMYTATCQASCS
PTHR1 ag = qHTS for PTHR1 Agonists: Primary Screen; Potency, µM (series often up to 115 µM), inactives show at the highest dose activation, most hits filed as activators; 410,000 tested, 0.075% active; HEK293 GP2 PTHR1 cells, GloSensor cAMP luminescence, 1 h; AID 743266, 2014; also: potency is read from the fitted curve at half-maximal effect; nearly all actives have a fitted effect of over 55% in size; some results filed as inactive show a strong effect at the top dose; inactives centre near -15; many of its hits are not listed in these tables
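HEK-293-derived GP2 cells expressing PTHR1 and a GloSensor cAMP reporter, 3,000/well, plated overnight, given luciferin plus IBMX (each 0.5 mM as added) for 1 h at 37 °C, then compound for 1 h at 37 °C. Luminescence was read after 15 min at room temperature.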
KB-V1 cytotox = qHTS assay for MDR1-selective chemotherapeutics: Primary screen using the drug-selected MDR subline cells KB-V1 | 400,000 tested, 3.4% active | KB-V1 MDR cells viability, CellTiter-Glo, 72 h | Potency, µM (series often up to 46.1 µM), for inactives: at the top dose activity change, negative = cytotoxicity, hits mostly cytotoxic | AID 1347076, 2019; also: potency is read from the fitted curve at half-maximal effect; % is scaled to controls: 0 for no effect and ±100 for the full control effect; nearly all actives have a fitted effect of over 60% in size
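Cytotoxicity toward P-gp-expressing KB-V1 cells was determined as loss of CellTiter-Glo luminescence after 72 h at 37 degrees C. Compounds were tested in quantitative HTS format across a concentration range, with curves fitted to normalized data.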
GLP1R inv ag = qHTS of GLP-1 Receptor Inverse Agonists (Inhibition Mode); HEK293 GLP-1R CRE-luciferase, luminescence, 24 h; GLP-1R form is constitutively active; Potency, µM (doses to about 38.3 µM), without a hit: at the highest dose activity change, negative = inhibition, most hits filed as inhibitors; 410,000 tested, 1.6% active; also: potency is read from the fitted curve at half-maximal effect; % is scaled to controls: 0 for no effect and ±100 for the full control effect; nearly all actives have a fitted effect of over 55% in size
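Constitutively active GLP-1R drives a cAMP-responsive luciferase in stably transfected HEK293 cells; test compounds are added after overnight (12 h) attachment and left 24 hr, and signal loss in luminescence marks inhibition.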
Starred values were filed as active, the others as inactive; i = inactive; ? = inconclusive; . = not tested or not shown; [ ] = remark or other dose. Unless noted, calls follow the shape of the dose curve; as a rule, active = well fitted curve in the direction sought with a large enough effect; inconclusive = small, poorly fitted or top-dose-only effect, or another doubt; inactive = no such curve, though single readings can be large; an effect the other way counts as inactive or inconclusive.

| SMILES | TDP43 rescue | GLP1R cytotox | D3 ag | aSyn rescue | DRD3 antagonist | GLP1R ag | PTHR1 ag | KB-V1 cytotox | GLP1R inv ag |
| --- | --- | --- | --- | --- | --- | --- | --- | --- | --- |
| CCn1ccnc1CN(C)C(=O)CCc1nnc(CCC2CCCCC2)o1 | -5% | 2% | -1 | 0% | 9 | 9% | -7% | -22% | -24% |
| Cc1csc(NC(=O)c2sc3nc(-c4cccs4)ccc3c2N)n1 | -18% | . | 39* | 9% | 51 | -2% | -18%[57.5 µM] | 21µM* | -28% |
| COc1cccc(NC(=O)C(C)OC(=O)c2n[nH]c3ccccc23)c1 (stereo not drawn) | 1% | -1% | 2 | 9% | 6 | -2% | i | -21% | -24% |
| Cc1ccc(Nc2nnc(SCC(=O)NCc3ccco3)s2)cc1 | 15% | -3% | 2 | -8% | -4 | 3% | -19%[57.5 µM] | 2% | 1% |
| COCCN1Cc2cccc(C(=O)Nc3ccc(S(=O)(=O)N4CCOCC4)cc3)c2C1=O | 2% | 15% | 1 | 3% | 11 | 4% | -21% | 3% | 7% |
| Cn1ncc(C(=O)N2CCN(c3ccc(F)cc3)CC2)c1C1CCN(C(=O)OC(C)(C)C)CC1 | 8% | -1% | 8 | . | . | . | i | -7% | -6% |
| O=C(Nc1cccc([N+](=O)[O-])c1)c1ccc([N+](=O)[O-])o1 | ? | ? | -4 | -71%[inhibitor] | -19 | -2% | -36%[inhibitor] | ? | -28% |
| O=C(Nc1nnc([C@H]2C[C@H](O)[C@@H](CO)O2)s1)NC(c1ccccc1)c1ccccc1 | -4% | -1% | -2 | -2% | 4 | -7% | 7% | -13% | 17% |
| NC(=O)C1=C[C@@H](c2ccc(C(F)(F)F)cc2)C[C@@H](OCCCCO)O1 | 1% | -3% | 6 | 5% | 19 | 11% | i | 15% | 15% |
| COc1cccc(CN2CCN(Cc3cccc4nonc34)CC2CCO)c1 (stereo not drawn) | 4% | 0% | -11 | 2% | ? | 18% | i | -17% | -23% |
| O=C(NC1CCCc2ccccc21)C1CCN(S(=O)(=O)c2cccc3nsnc23)CC1 (stereo not drawn) | -23% | -12% | -3 | 0% | 118 | -10% | i | 0% | 5% |
| O=C(COc1ccccc1)Nc1c(C(=O)N2CCN(c3ccc(F)cc3)CC2)oc2ccccc12 | 16% | 1% | 2 | -8% | . | -7% | -15% | 0% | 11% |
| C=CCNC(=S)N1CCN(Cc2ccc3c(c2)OCO3)CC1 | -10% | 3% | -15 | -9% | -18 | 0% | i | 3% | -19% |
| CN(Cc1ccc(F)cc1)S(=O)(=O)c1nnc(NC(=O)c2ccccc2Cl)s1 | 19% | 1% | 6 | . | . | . | -27% | 5% | -2% |
| Fc1ccccc1OCCCn1ccnc1 | 2% | 4% | -7 | 1% | -7 | -1% | -54%[inhibitor] | ? | 3% |
| COc1ccc(-c2noc(CCC(=O)NC3CCCCCC3)n2)cc1OC | 12% | -6% | -2 | 2% | 2 | 12% | i | -21% | 7% |
| CC(C)CCn1c(Oc2ccccc2Cl)nc2c1c(=O)n(C)c(=O)n2C | 23% | -18% | 8 | 10% | 11 | 10% | -26%[57.5 µM] | ? | ? |
| Cc1ccc(-c2cc3ncc(C(=O)c4cc(Cl)c(C)cc4O)cn3n2)cc1 | -11% | 5% | -4 | . | . | 2% | -11% | -5% | 14% |
| CCCNC(=O)Cn1nc(-c2ccc(OC)cc2)c2cnc3ccc(F)cc3c21 | 24% | 5% | -11 | . | . | . | i | 10% | 5% |
| O=S(=O)(c1ccc(Cl)nc1)N1CCN(Cc2ccc3c(c2)OCO3)CC1 | -7% | 0% | -6 | 0% | -11 | 2% | -7%[57.5 µM] | -18% | -14% |

Full records, looked up by structure. Order of values: TDP43 rescue, GLP1R cytotox, D3 ag, aSyn rescue, DRD3 antagonist, GLP1R ag, PTHR1 ag, KB-V1 cytotox, GLP1R inv ag
COc1cccc(NC(=O)C(C)OC(=O)c2n[nH]c3ccccc23)c1 (stereo not drawn) is listed as 1%, -1%, 2, 9%, 6, -2%, i, -21%, -24%
COc1cccc(CN2CCN(Cc3cccc4nonc34)CC2CCO)c1 (stereo not drawn) is listed as 4%, 0%, -11, 2%, ?, 18%, i, -17%, -23%
NC(=O)C1=C[C@@H](c2ccc(C(F)(F)F)cc2)C[C@@H](OCCCCO)O1 is listed as 1%, -3%, 6, 5%, 19, 11%, i, 15%, 15%

Continuation.
| SMILES | TDP43 rescue | GLP1R cytotox | D3 ag | aSyn rescue | DRD3 antagonist | GLP1R ag | PTHR1 ag | KB-V1 cytotox | GLP1R inv ag |
| --- | --- | --- | --- | --- | --- | --- | --- | --- | --- |
| Cc1ccc(C(C)C)c(OCCSc2nc(-c3ccccc3F)nc3cc(=O)[nH]n23)c1 | 2% | -11% | 1 | . | . | . | -11% | -12% | -6% |
| COc1ccccc1CC(=O)Nc1ccc2nc(Nc3cccc(C(F)(F)F)c3)cc(C)c2c1 | 13µM* | -23% | 0 | . | . | -15% | -5% | ? | ? |
| CC(C)C(=O)Nc1ccc(S(=O)(=O)Nc2ccccn2)cc1 | -23% | -3% | -6 | -3% | -13 | 7% | i | 12% | 5% |
| COc1ccc(NC(=O)c2cccc(C#N)c2)cc1NS(=O)(=O)c1ccc(F)cc1 | -5% | -15% | 1 | 0% | 0 | 14% | i | 1% | -3% |
| COC(=O)c1cc(-c2ccc(S(=O)(=O)N3CCCCC3)cc2)c(C(F)(F)F)s1 | 18% | 7% | -5 | -24% | 0 | 7% | i | -17% | ? |
| O=c1ccc(-c2ccc(S(=O)(=O)Nc3ccccc3Cl)o2)n[nH]1 | 8% | 0% | -3 | -1% | -8 | -1% | -28% | 7% | 27% |
| C1=C(c2ccccc2)CCN(c2nc3ccccc3n3cnnc23)C1 | -13% | -14% | -6 | -5% | -70* | 17% | 0% | -11% | 19% |
| CCCC(=O)c1c[nH]c(C(=O)N2CCOCC2)c1 | 2% | 7% | 2 | -2% | 2 | 5% | i | 3% | 24% |
| COc1ccc(-c2cc(NCc3ccc(F)cc3)n3cnnc3n2)cc1 | ? | 6% | 2 | . | . | . | i | -28% | 5% |
| Cc1cc(C(=O)Nc2ccc(Cl)cc2)n(-c2ccccc2)n1 | ? | -1% | 2 | -1% | 5 | 16% | -1% | ? | ? |
| O=C(CC1C(=O)NCCN1Cc1ccccc1)NCCCOc1cccnc1 (stereo not drawn) | -31% | 1% | -5 | -5% | 13 | -1% | i | 0% | 7% |
| CCCC(=O)Oc1ccccc1C1SCc2cc(C)c(C)cc2CS1 | 7% | 14% | -7 | -4% | -19 | -2% | -6% | -9% | ? |
| CCOC(=O)CC1COCCN1Cc1cn[nH]c1-c1cc(OC)c(OC)c(OC)c1 (stereo not drawn) | 0% | 2% | -7 | 0% | -11 | 1% | i | 3% | 21% |
| COc1cccc(C(c2nnnn2-c2c(C)cccc2C)N2CCN(C/C=C/c3ccccc3)CC2)c1OC (stereo not drawn) | 5% | 2% | -24 | 1% | -121* | -2% | -2% | ? | ? |
| O=C(C1CC1)N1CCc2cc(S(=O)(=O)NCCC3=CCCCC3)ccc21 | ? | -1% | -4 | 17% | -1 | ? | -15%[57.5 µM] | -22% | 1% |
| CCOC(=O)/C(C(N)=NC)=C(\O)c1ccccc1 | 11% | 2% | 2 | -16% | 2 | -23% | -3% | 9% | 2% |
| CC(=O)c1cccc(NC(=O)CN(C)S(=O)(=O)c2ccccc2)c1 | 3% | 0% | 3 | -6% | 3 | 8% | i | -13% | 6% |
| CC1=C(C(=O)N2CCOCC2)C(c2ccc(-c3ccccc3)cc2)NC(=S)N1 (stereo not drawn) | 15% | -9% | -2 | 7% | -12 | 0% | -24% | 31% | -15% |
| S=c1[nH]nc(-c2ccco2)n1Cc1ccccc1 | 20% | -16% | -2 | -2% | -81* | -4% | -14%[57.5 µM] | 14% | 15% |
| Cc1cccc(NC(=O)C(C)OC(=O)c2ccccc2NS(=O)(=O)c2cc(C)c(C)c([N+](=O)[O-])c2)c1 (stereo not drawn) | 17% | ? | 12 | 28% | 12 | -3% | -37%[inhibitor] | ? | ? |
| COc1ccccc1NC(=O)CCCC(=O)OC(C)C(=O)c1ccccc1 (stereo not drawn) | -15% | 1% | -2 | 5% | -29 | 6% | -36%[inhibitor] | ? | 14% |
| COc1cc(/C=N/OCC(=O)NC23CC4CC(CC(C4)C2)C3)ccc1OCc1ccccc1 | 10% | 19% | -2 | 6% | 8 | 0% | -29% | ? | ? |
| O=C(COC(=O)c1cc(S(=O)(=O)N2CCOCC2)ccc1Cl)Nc1ccc(Cl)cn1 | 17% | 1% | 8 | -3% | 8 | -2% | -25% | 13% | -6% |
| Cc1ccc(CNC(=O)CCS(=O)(=O)c2ccc(Br)s2)cc1 | 6% | 14% | 3 | -2% | -4 | -6% | -7% | -10% | -15% |
| COc1cc(-c2cc(NC=O)c3ncc(-c4cccc(C(F)(F)F)c4)n3c2)cc(OC)c1OC | 21% | -1% | 1 | 1% | 5 | -5% | -54%[inhibitor] | ? | 4% |
| CC[C@]12c3[nH]c4ccc(Cl)cc4c3CCN1C(=O)[C@@H](CC(=O)NCc1cccc(C(F)(F)F)c1)C[C@@H]2C(=O)N1CCN(C(=O)C2CC2)CC1 | 28% | -19% | 9 | 8% | -27 | -1% | -9% | 10% | ? |
| Cc1[nH]nc2c1C(c1ccoc1)C(C#N)=C(N)O2 (stereo not drawn) | -4% | -3% | -3 | -8% | 24 | -12% | -16% | 1% | 39% |

Assay outcomes: PubChem BioAssay, National Center for Advancing Translational Sciences (NCATS)

This is a subset (hit frequency here may not be typical).
